CHO-K1 Ca ag – M1 agonist counterscreen hit in parental CHO-K1 cells | Fluo-8 calcium fluorescence; scaled to maximal ATP response, vehicle zero | 360,000 compounds, 0.48% hits | activation, % at 3 µM; in the data active means activation above about 15%;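 further: untransfected CHO-K1 host cells lacking M1 receptor as counterscreen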
OXTR ag – activates the human oxytocin receptor; P30559; CHO-OTR cells, Fluo-8 calcium fluorescence; normalized: DMSO 0%, oxytocin 100%; activation, % at 3 µM; 320,000 compounds, 0.32% hits;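 active means activation above the mean of all tested compounds plus 3 SD, cutoff set per screening run, cut at about 20% in these data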;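 further: peak over basal fluorescence ratio from a 100 s FLIPR kinetic read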
Target sequence (P30559 whole entry, looked up): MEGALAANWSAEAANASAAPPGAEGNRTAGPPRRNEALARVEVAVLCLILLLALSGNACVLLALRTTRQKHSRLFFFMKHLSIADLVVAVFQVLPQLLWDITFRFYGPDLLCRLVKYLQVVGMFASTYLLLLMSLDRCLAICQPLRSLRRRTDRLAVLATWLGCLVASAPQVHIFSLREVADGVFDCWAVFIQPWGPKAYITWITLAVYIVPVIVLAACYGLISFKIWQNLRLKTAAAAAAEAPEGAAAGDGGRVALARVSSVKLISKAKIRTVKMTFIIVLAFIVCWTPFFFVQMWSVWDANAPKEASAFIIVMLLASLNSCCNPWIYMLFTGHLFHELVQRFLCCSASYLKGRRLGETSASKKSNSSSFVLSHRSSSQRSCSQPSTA
TAAR1 antag – human TAAR1 antagonism. 360,000 compounds, 1.5% hits. CHO RD-HGA16 TAAR1, Fluo-8 calcium fluorescence, antagonist. inhibition, % at 3 µM. AID 624466. Q96RJ0;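 active means inhibition above a per-plate cutoff, the mean inhibition of test compounds on that plate plus 3 SD, cut at about 49% in these data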;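 further: 0% = DMSO plus EC80 beta-PEA response and 100% = DMSO alone without agonist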
Target sequence (Q96RJ0 whole entry, looked up): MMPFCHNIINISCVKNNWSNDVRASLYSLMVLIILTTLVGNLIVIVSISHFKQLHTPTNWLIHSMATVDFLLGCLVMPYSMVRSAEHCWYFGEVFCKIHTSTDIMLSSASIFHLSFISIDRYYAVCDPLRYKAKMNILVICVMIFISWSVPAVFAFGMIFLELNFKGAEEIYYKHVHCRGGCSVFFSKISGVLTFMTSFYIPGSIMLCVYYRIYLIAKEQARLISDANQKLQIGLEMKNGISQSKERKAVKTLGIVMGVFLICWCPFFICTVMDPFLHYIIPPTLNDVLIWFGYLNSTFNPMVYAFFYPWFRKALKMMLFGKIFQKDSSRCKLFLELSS
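Material: RD-HGA16 CHO cells with stable hTAAR1 and Gα16; Dosing: single nominal final test compound concentration of 3 µM; Schedule: seeding 17-24 h prior, 75-min 37 °C, 30-min RT dye loading; Detection: kinetic Fluo-8 calcium fluorescence measurement; Measure: % inhibition from peak post-agonist over basal fluorescence ratio; Benchmarks: vehicle and agonist controls.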
CHO parental Ca – signal in parental CHO cells, OX1R antagonist counter-screen. AID 463079. 330,000 compounds, 0.63% hits. inhibition, % at 5.6 µM. parental CHO-K1, ATP-induced calcium, Fluo-8 fluorescence;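 active means inhibition above that plate's mean sample inhibition plus 3 SD, cut at about 26% in these data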;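 further: 0% = ATP-challenged DMSO wells and 100% = DMSO wells without ATP; some compounds past the cut are filed as inactive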
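test system = CHO parental line | reagent = ATP stimulus | measured by = intracellular calcium via Fluo-8 no-wash fluorescent dye | control set = ATP and no-ATP DMSO wells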
CHO-K1 Ca antag – counter-screen for M1 antagonists: effect in parental CHO-K1 cells; AID 602250; 360,000 compounds, 0.6% hits; inhibition, % at 3 µM; ATP-induced calcium, Fluo-8 fluorescence;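 active means inhibition above a per-plate cutoff, the plate's mean sample inhibition plus 3 SD, cut at about 24% in these data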;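 further: 0% = DMSO plus EC80 ATP and 100% = DMSO alone without ATP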
V1R ag counter – counter-screen for oxytocin receptor agonists: human V1a receptor agonists | activation, % at 3 µM | AID 2797 | CHO-V1R cells, Fluo-8 calcium fluorescence, agonist mode; 0% DMSO, 100% 3 nM vasopressin | P37288 | 320,000 compounds, 0.25% hits;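 active means activation above the mean activation of all tested compounds plus 3 SD, per screening run, cut at about 20% in these data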;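 further: signal is peak over basal fluorescence ratio across a 100 second FLIPR read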
CHO-K1 Ca PAM – counter-screen for M1 PAMs: effect in parental CHO-K1 cells | 360,000 compounds, 0.02% hits | activation, % at 3 µM | ATP EC20, Fluo-8 calcium fluorescence; 0% at ATP EC20, 100% at ATP max;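 active means activation above the run cutoff, the mean activation of all test compounds plus 3 SD, cut at about 40% in these data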;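 further: peak over basal fluorescence ratio in a 140 s read after ATP addition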
OXTR potentiator – potentiators of human oxytocin receptor; P30559; CHO-OTR cells, Fluo-8 calcium fluorescence, potentiator mode; 0% = oxytocin EC15, 100% = EC100; activation, % at 3 µM; 320,000 compounds, 0.061% hits;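 active means activation above that plate's cutoff, the mean activation of tested compounds plus 3 SD, cut at about 6.6% in these data, passing the limit was not always enough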;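 further: 100% uses oxytocin at 75 nM as the full agonist control; some results filed as inactive read as strong as hits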
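Material: human OTR in CHO cells. Compound: 3.0 µM, one dose. Timing: compound 6 min at room temperature before oxytocin, 100 s read. Evaluation: % activation of max/min ratio relative to oxytocin controls. Replication: single well per compound, singlicate. Signal: Fluo-8 calcium dye fluorescence.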
GPR7 antagonist – human neuropeptides B/W receptor 1 antagonism; P48145; GPR7-expressing cells, fluorescence antagonist assay; inhibition, % at 4.4 µM; 290,000 compounds, 1.1% hits; AID 1861; in the data active means inhibition above about 16%, passing the limit was not always enough;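 further: cells stimulated with the agonist NPW; 0% = agonist with vehicle and 100% = vehicle without agonist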
Target sequence (P48145 whole entry, looked up): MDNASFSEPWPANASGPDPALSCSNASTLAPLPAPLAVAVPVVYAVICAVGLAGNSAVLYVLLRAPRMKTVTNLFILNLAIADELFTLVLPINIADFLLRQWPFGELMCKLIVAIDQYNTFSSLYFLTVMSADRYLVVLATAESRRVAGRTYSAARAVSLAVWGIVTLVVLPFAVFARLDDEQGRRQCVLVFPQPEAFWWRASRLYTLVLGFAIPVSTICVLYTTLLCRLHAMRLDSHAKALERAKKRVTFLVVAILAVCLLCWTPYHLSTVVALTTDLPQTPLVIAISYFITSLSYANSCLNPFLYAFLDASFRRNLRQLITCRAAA
* = called active by the depositor; nt = no result given; & = joins results of further samples.

Under each structure – CHO-K1 Ca ag | OXTR ag | TAAR1 antag | CHO parental Ca | CHO-K1 Ca antag | V1R ag counter | CHO-K1 Ca PAM | OXTR potentiator | GPR7 antagonist
[1] Oc1ccc(Cl)cc1CNc1cccc2cccnc12
    1.2 | -0.1 | -23 | 1 | -5 | 0.7 | 15 | -9 | 2
[2] C[C@H](CO)N1C[C@H](C)[C@@H](CN(C)Cc2ccncc2)Oc2ccc(NC(=O)CCCCCC(=O)Nc3ccccc3N)cc2C1=O
    0.1 | 1.6 | 6 | 16 | -10 | 0.4 | 9 | -4 | nt
[3] COc1ccccc1N1CC(C(=O)OCC(=O)Nc2c(C)cccc2C)CC1=O (stereo not drawn)
    0.5 | 0.5 | -3 | 3 | 3 | -0.4 | -17 | -8 | 0
[4] CCCCn1c(SCC(=O)c2ccc(OC)cc2OC)nc2cc(S(N)(=O)=O)ccc21
    0.9 | -1.0 | 0 | -3 | -6 | -0.2 | 13 | -14 | -24
[5] Cc1ccc(CCN2CC(C(=O)NCCCOC(C)C)CC2=O)cc1 (stereo not drawn)
    0.1 | 0.0 | nt | -3 | -22 | 0.1 | 25 | 0 | -14
[6] O=C(CSc1ncnc2c1cnn2-c1cccc(Cl)c1)NCC1CCCO1 (stereo not drawn)
    0.3 | 2.1 | 0 | 1 | 9 | 6.4 | 2 | -7 | -15
[7] COc1ccc(C)cc1NC(=O)N1CCCc2ccccc21
    0.6 | -2.2 | 2 | -12 | -4 | -0.5 | 10 | 4 | -15
[8] CCO[C@H]1OC(C(=O)N2CCN(Cc3ccc4c(c3)OCO4)CC2)=C[C@@H](C(C)(C)C)[C@@H]1CCCO
    1.4 | -0.9 | 27 | -15 | -11 | -0.1 | 2 | -3 | -11
[9] O=C(CCS(=O)(=O)c1cc(Br)cc2c1N(C(=O)C1CC1)CC2)NCC1CCCO1 (stereo not drawn)
    0.2 | -1.0 | -6 | -12 | -1 | -0.1 | 5 | -2 | -8
[10] O=C1Nc2ccc(Br)cc2C1(O)Cc1ccncc1 (stereo not drawn)
    1.7 | 0.0 | 1 | 9 | 9 | -0.3 | 7 | -11 | -14
[11] Cc1ccccc1CN1CCN(C(=O)c2cccc(F)c2)CC1
    0.5 | -1.2 | -6 | -7 | -12 | 0.2 | 21 | -9 | -12
[12] Cc1ccc(C)c(S(=O)(=O)N2CCCOC2CNC(=O)C(=O)NCc2ccco2)c1 (stereo not drawn)
    0.4 | 0.6 | -3 | -5 | 7 | 0.7 | -12 | -3 | 4
[13] CCCCn1c(=NC(=O)c2ccc3c(c2)OCO3)c(C#N)cc2c(=O)n3cccc(C)c3nc21
    -0.6 | -2.4 | -2 | -21 | -8 | 0.0 | 12 | -12 | -16
[14] C(=Nc1cccc2c(N=Cc3ccco3)cccc12)c1ccco1
    9.5 | -0.5 | nt | -13 | -7 | -0.4 | 11 | -6 | -8
[15] CN(C)c1ccc(P(=O)(OCc2ccccc2)C(O)c2cccnc2)cc1 (stereo not drawn)
    1.2 | -0.1 | 5 | -10 | -17 | 1.6 | 23 | -2 | -4

3 entries already listed, sorted by the number in GPR7 antagonist, lowest first:
# | canonical_smiles | GPR7 antagonist
13 | CCCCn1c(=NC(=O)c2ccc3c(c2)OCO3)c(C#N)cc2c(=O)n3cccc(C)c3nc21 | -16
10 | O=C1Nc2ccc(Br)cc2C1(O)Cc1ccncc1 (stereo not drawn) | -14
3 | COc1ccccc1N1CC(C(=O)OCC(=O)Nc2c(C)cccc2C)CC1=O (stereo not drawn) | 0

Carrying on:
Under each structure – CHO-K1 Ca ag | OXTR ag | TAAR1 antag | CHO parental Ca | CHO-K1 Ca antag | V1R ag counter | CHO-K1 Ca PAM | OXTR potentiator | GPR7 antagonist
[16] CCOc1ccccc1NC(=O)C1CCCN(c2c(CC)c(C)nc3ncnn23)C1 (stereo not drawn)
    1.8 | -0.5 | 7 | -29 | -11 | 0.7 | 13 | 0 | -12
[17] OCC[n+]1ccc(/C=C/c2c[nH]c3ccccc23)cc1
    2.0 | 8.6 | 15 | 3 | 9 | 8.7 | -10 | -3 | -13
[18] Cc1cccc(OCC(=O)O/N=C(\N)c2ccccn2)c1
    2.2 | 0.3 | 1 | -8 | -20 | -0.2 | 11 | -5 | -4
[19] N#Cc1ccsc1NC(=O)CSc1nnc(NC2CC2)s1
    0.1 | nt | -30 | nt | 3 | nt | -5 | nt | nt
[20] Cc1cc(=O)oc2cc(OCC(=O)N3CCc4ccccc4C3)ccc12
    0.8 | -1.3 | -6 | -12 | 6 | -0.2 | -6 | -8 | 8
[21] O=C(CNC(=O)C(c1ccccc1)c1ccccc1)N/N=C\c1cccc(O)c1
    8.1 | -1.4 | 40 | -7 | 2 | 19 | 9 | -5 | 3
[22] COc1cc(/C=C/C(=O)c2cccc([N+](=O)[O-])c2)cc(OC)c1OC
    2.0 | -3.2 | 7 | -31 | -7 | -0.9 | 31 | 3 | -6
[23] Cc1ccc(/C=C/C(=O)OCC(=O)Nc2ccc3[nH]c(=O)[nH]c3c2)o1
    1.7 | -0.2 | -20 | -7 | -8 | -0.6 | 1 | -1 | nt
[24] O=c1[nH]c2ccccc2nc1/C=C/c1ccc(Cl)cc1
    1.2 | 0.5 | 8 | -16 | -4 | -0.2 | 18 | -1 | -4
[25] CCN1C(=O)[C@H]2[C@@H](c3ccc(-c4cccc(Cl)c4)cc3)N[C@@](CC(C)C)(C(=O)OC)[C@H]2C1=O
    0.0 | 0.8 | -16 | -18 | -8 | 1.6 | 1 | -7 | nt
[26] CCCn1c(CCC(=O)O)nc2cc(S(=O)(=O)N3CCCC3)ccc21
    0.3 | 0.4 | -18 | -9 | -15 | -0.3 | 11 | -2 | -3
[27] O=C(Nc1cccnc1)c1ccc(Br)c(S(=O)(=O)N2CCCC2)c1
    11 | 5.1 | 2 | -9 | -12 | 7.4 | 14 | -6 | -23
[28] N#C/C(=C\c1ccc(O)c(O)c1)C(=O)N1CCc2ccccc21
    2.3 | 2.8 | 16 | -8 | -2 | 2.3 | 10 | -6 | nt
[29] COc1ccc(Br)cc1CNC(=O)CCCc1cn(C)c2ccccc12
    0.0 | 1.4 | 0 | -6 | -2 | 0.2 | 2 | -2 | 6
[30] O=C(O)CCn1c(CO)nc2ccccc21
    0.8 | -0.4 | 0 | 6 | 4 | 1.1 | 7 | -11 | -1
[31] COc1ccc(NC(=O)CS(=O)c2ccc(Br)cc2)cc1 (stereo not drawn)
    0.9 | -0.5 | -29 | -9 | -5 | 0.2 | 2 | 1 | -25
[32] Cn1ncc2c(Nc3ccccc3Br)ncnc21
    1.9 | -1.5 | -1 | -11 | -3 | -0.4 | 11 | -4 | -11
[33] COc1ccc(CNC(=O)CN2C(=O)NC3(CCCCCC3)C2=O)cc1
    0.3 | -0.3 | 0 | -8 | -12 | -0.3 | 17 | -5 | nt
[34] COc1cccc(NC(=O)CNC(=O)c2cccs2)c1
    0.5 | -1.2 | -12 | -9 | -7 | 2.1 | 23 | -8 | -3
[35] O=C(CCN1C(=O)CSc2ccccc21)Nc1ccc(OC(F)(F)F)cc1
    4.8 | -1.8 | 1 | -26 | -17 | 2.1 | 16 | 4 | nt
[36] COc1ccc(CCN(Cc2cc3cc(C)cc(C)c3nc2Cl)C(=O)C2CC2)cc1
    0.7 | -1.3 | 1 | -22 | -23 | 1.1 | 7 | -9 | -7
[37] Cc1ccccc1NC(=O)Nc1cnccn1
    0.1 | -0.1 | -21 | -4 | 1 | -0.7 | 4 | -1 | -6
[38] CC1CC(C)CN(CC(O)COCCOc2ccc(Br)cc2)C1 (stereo not drawn)
    4.0 | 0.7 | -28 | -6 | 2 | 0.7 | 19 | -1 | -1
[39] CN1C(=S)SC(/[N+]([O-])=C\c2cccs2)C1(C)C (stereo not drawn)
    0.3 | -0.6 | -14 | 7 | -6 | 0.3 | -2 | -6 | -3
[40] O=C(c1ccccc1)C1N=NCC1c1ccc(Cl)cc1 (stereo not drawn)
    2.3 | nt | 7 | nt | -18 | nt | 21 | nt | nt
[41] CC(=O)NC1(C(F)(F)F)C(=O)Nc2c1c(=O)[nH]c(=O)n2-c1ccccc1 (stereo not drawn)
    1.2 | 2.0 | -46 | -6 | -7 | 0.0 | 9 | -2 | -14
[42] CCc1cc(Cn2nc(-c3ccccc3)cc2C(=O)NCc2cccc(Br)c2)on1
    1.9 | 4.0 | 40 | 5 | -3 | 1.9 | -1 | -5 | nt
[43] CCC1CCCCN1C(=O)CSc1nnc(-c2c[nH]c3ccccc23)o1 (stereo not drawn)
    4.3 | 3.4 | 14 | -23 | -17 | 3.2 | 18 | -9 | 6
[44] O=C(CSc1cn(CCNC(=O)c2cccs2)c2ccccc12)NCC1CCCO1 (stereo not drawn)
    0.8 | 1.1 | -2 | -13 | 9 | 2.2 | -5 | -4 | -18
[45] COc1ccc(OC)c(/C=C/C(=O)Nc2ccc3c(c2)CCC3)c1
    -0.7 | -0.7 | 6 | -10 | 10 | -0.8 | -5 | 1 | -9
[46] CC1OC(Oc2c(-c3cc(O)c(O)c(O)c3)oc3cc(O)cc(O)c3c2=O)C(O)C(O)C1O (stereo not drawn)
    0.4 | nt | -4 | nt | -11 | nt | 16 | nt | -13
[47] CCOc1cc(/C=N/NC(=O)C(=O)NCC2CCCO2)ccc1OCC(=O)N1CCOCC1 (stereo not drawn)
    0.8 | -0.7 | -12 | -21 | -8 | -0.6 | 1 | -2 | 2
[48] CC(=O)N1CCc2cc(Br)cc(S(=O)(=O)NCc3ccc(Cl)cc3)c21
    2.0 | 0.8 | -24 | -7 | -13 | 3.7 | -1 | -8 | -2
[49] O=C(CCn1c(=O)sc2ccccc21)Nc1ccon1
    1.4 | 0.1 | 2 | -14 | -7 | -0.5 | 11 | -2 | -7
[50] O=C(c1ccc(Cn2cc([N+](=O)[O-])cn2)o1)N1N=C(C(F)F)CC1(O)C(F)F (stereo not drawn)
    2.2 | 6.3 | nt | -9 | -16 | 6.1 | 13 | -7 | -6
[51] CCc1nonc1NC(=O)c1oc2ccccc2c1C
    1.5 | -0.7 | 15 | 3 | -10 | -1.1 | -9 | 0 | -7
[52] CCCC(=O)NC(c1ccc(OCC)cc1)c1ccc(OC)c(OC)c1 (stereo not drawn)
    0.5 | 0.9 | -10 | -7 | -8 | -1.7 | 6 | 3 | -6
[53] CC1=NNC(=O)/C1=C\c1cn(-c2ccccc2)nc1-c1ccccc1
    3.3 | 1.0 | 61* | 92* | 19 | 0.8 | 5 | -12 | 55*
[54] Oc1cccc(/C=N/Nc2cc(N3CCCC3)nc(N3CCCC3)n2)c1
    0.3 | 1.2 | -4 | -11 | -6 | 1.9 | 0 | 5 | -7
[55] COc1ccc(C(=O)Nc2nnc([C@@H]3C[C@H](O)[C@@H](CO)O3)s2)cc1
    -0.2 | nt | 4 | nt | -10 | nt | 13 | nt | nt
[56] COc1ccc(C(=O)c2c3ccccc3[n+]([O-])n2CCCN)cc1
    0.0&-0.1 | -0.8 | -2&17 | -17 | 3&-11 | -0.6 | -5&-12 | -3 | nt
